STEP inh: STEP phosphatase inhibitors, primary screen, biochemical, fluorescence intensity, uHTS. Tyrosine-protein phosphatase non-receptor type 5 (Homo sapiens), P54829. 360,000 tested, 0.25% active. AID 588621, 2011. recombinant STEP, OMFP fluorogenic substrate. inhibition, % at 20 µM;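 active means inhibition at 20 µM, scaled per plate between control wells, above about 37%, limit read from the data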;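 further: 0% = DMSO with enzyme and substrate and 100% = substrate only without enzyme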
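Material: STEP (striatal-enriched tyrosine phosphatase) enzyme, cell-free; Compound dosing: 20 µM single dose in 1% DMSO; Technique: fluorescence read at 480 nm ex / 540 nm em; Times: reaction 20 min, ambient temperature; Medium: 50 mM Bis-Tris pH 6.0 with 2.5 mM DTT and 0.005% Tween 20; Also added: OMFP at 25 µM.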
NadD inh: inhibitors of S. aureus NadD, primary screen, biochemical, colorimetric, uHTS; Nicotinate-nucleotide adenylyltransferase NadD (Staphylococcus aureus N315); purified NadD enzyme, colorimetric absorbance read-out; inhibition, % at 20 µM; 360,000 tested, 0.78% active; AID 602399, 2012; in the data active means inhibition above about 26%; further: some compounds past the cut are filed as inactive
SUMO1 PPI mod: modulators of SUMO1 protein-protein interactions, primary screen, biochemical, uHTS. Small ubiquitin-related modifier 1 (Homo sapiens), P63165. SUMO1 binding to a labelled peptide, TR-FRET, 1 h. inhibition, % at 20 µM. 360,000 tested, 0.33% active. AID 602429, 2012; in the data active means inhibition above about 37%
Target sequence (P63165 whole entry, looked up): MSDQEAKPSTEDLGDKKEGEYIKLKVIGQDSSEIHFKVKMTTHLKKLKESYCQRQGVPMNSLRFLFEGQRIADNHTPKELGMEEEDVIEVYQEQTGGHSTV
Neddylation inh: inhibitors of cullin neddylation, primary screen, biochemical, TR-FRET, uHTS, NAE and Ubc12. AID 651699, 2012. NEDD8-conjugating enzyme Ubc12 (Homo sapiens) + NEDD8-activating enzyme E1 regulatory …. calls only at 25 µM. 360,000 tested, 0.58% active; in the data active means inhibition above about 36%
LMPTP block: LMPTP phosphatase inhibitors, primary screen, biochemical, fluorescence intensity, uHTS. Low molecular weight phosphotyrosine protein phosphatase (Homo sapiens), P24666. recombinant LMPTP-A, OMFP fluorogenic substrate. inhibition, % at 20 µM. 360,000 tested, 0.22% active. AID 651560, 2012;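 active means compounds that cut the enzyme signal by at least half of the control window in the single-dose screen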;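 further: plate controls were DMSO wells with enzyme plus substrate for no effect and substrate without enzyme for full effect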
Target sequence (P24666 whole entry, looked up): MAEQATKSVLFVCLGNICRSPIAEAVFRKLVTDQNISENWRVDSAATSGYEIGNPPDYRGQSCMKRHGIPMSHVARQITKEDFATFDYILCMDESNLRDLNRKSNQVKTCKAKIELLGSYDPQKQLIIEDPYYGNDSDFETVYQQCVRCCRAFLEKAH
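Test system: LMPTP-A phosphatase enzyme. Amount: LMPTP-A at 0.625 nM final in the reaction. Reagent: OMFP substrate, 400 µM final. Times: 50 min at room temperature. Signal: endpoint fluorescence intensity from OMFP dephosphorylation. Read-out basis: % inhibition. Benchmarks: no-enzyme and uninhibited controls.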
CSN inh: inhibitors of CSN-mediated cullin deneddylation, primary screen, biochemical, fluorescence polarization, uHTS; Purified CSN, SCF-Nedd8-OG deneddylation; AID 651999, 2013; inhibition, % at 12.5 µM; COP9 signalosome complex subunit 5 (Homo sapiens), Q92905; 360,000 tested, 0.38% active;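 active means pattern-corrected inhibition above about 35%, with an unprinted fluorescence ratio check between 0.5 and 1.5, limit read from the data, passing the limit was not always enough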;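 further: 0% = enzyme with substrate and 100% = substrate without enzyme; some results filed as inactive read as strong as hits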
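Assay system: purified human Csn5 enzyme expressed in HEK293T cells; Input: 0.24 nM Csn5 enzyme, final concentration; Reagent: 10 nM SCFSkp2-Nedd8OG; Compound dosing: 12.5 µM single point; Times: reaction 90 min, room temperature; Technique: fluorescence polarization readout.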
DNMT1 inh: human DNMT1 methyltransferase inhibitors, primary screen, biochemical, molecular beacon, fluorescence, HinP1I cleavage, uHTS | DNA (cytosine-5)-methyltransferase 1 (Homo sapiens), P26358 | AID 588458, 2011 | 360,000 tested, 0.83% active | inhibition (reported as % activation of signal), % at 10 µM; in the data active means inhibition above about 50%
Rin1 Abl inh: inhibitors of Rin1-Abl protein binding, primary screen, biochemical, TR-FRET | inhibition, % at 7.35 µM | 360,000 tested, 0.4% active | Tyrosine-protein kinase ABL1 (Homo sapiens) + Ras and Rab interactor 1 (Homo sapiens), … | AID 588664, 2011; in the data active means inhibition above about 5%, passing the limit was not always enough
Scp-1 inhibitor: Scp-1 phosphatase inhibitors, primary screen, biochemical, colorimetric, uHTS; Carboxy-terminal domain RNA polymerase II polypeptide A small phosphatase 1 (Homo …; Recombinant Scp1, phosphopeptide, malachite green phosphate absorbance; inhibition, % at 20 µM; 340,000 tested, 0.88% active; AID 493091, 2011;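 active means inhibition above about 50% at 20 µM, limit read from the data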;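 further: plate controls were DMSO wells with enzyme for no effect and wells lacking enzyme for full effect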
Target sequence (Q9GZU7 76-261 limits assumed): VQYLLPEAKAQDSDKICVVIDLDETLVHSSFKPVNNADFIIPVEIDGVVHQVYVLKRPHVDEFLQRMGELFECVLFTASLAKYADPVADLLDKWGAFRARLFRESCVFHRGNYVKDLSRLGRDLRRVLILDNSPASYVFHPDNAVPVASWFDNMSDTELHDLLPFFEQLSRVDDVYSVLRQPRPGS
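Assay system: SCP-1 catalytic fragment, aa 76-261 | Buffer or medium: Tris acetate buffer pH 5.5 with MgCl2 and Tween-20 | Compound: One concentration, 20 µM, with 1.0% DMSO | Also added: Phospho 17-mer peptide substrate | Signal: Absorbance at 630 nm | Incubation: 45 min enzyme reaction at room temperature | Measure: % inhibition of SCP-1 phosphate liberation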
Rpn11 inh: Rpn11 (PSMD14) deubiquitinase inhibitors, primary screen, biochemical, fluorescence polarization, uHTS; 26S proteasome non-ATPase regulatory subunit 14 (Homo sapiens), O00487; human 26S proteasome, Ub4-pepOG fluorescence polarization; 20S core pre-blocked with epoxomicin; calls only at 20 µM; 360,000 tested, 0.59% active; AID 588493, 2011;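 active means inhibition at 20 µM, scaled to each plate's controls, above about 33%, limit read from the data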
Target sequence (O00487 whole entry, looked up): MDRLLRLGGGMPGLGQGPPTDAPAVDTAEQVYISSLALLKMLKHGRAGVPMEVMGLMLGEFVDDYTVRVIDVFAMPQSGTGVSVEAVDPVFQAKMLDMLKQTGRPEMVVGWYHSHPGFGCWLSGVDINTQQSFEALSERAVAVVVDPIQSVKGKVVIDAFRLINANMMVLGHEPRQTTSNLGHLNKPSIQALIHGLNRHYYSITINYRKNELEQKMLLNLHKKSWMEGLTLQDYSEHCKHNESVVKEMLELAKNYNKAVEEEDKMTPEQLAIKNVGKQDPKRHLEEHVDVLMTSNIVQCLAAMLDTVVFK
An asterisk follows results filed as active; i = inactive; . = not tested or not shown; + = active, no number.

SMILES	STEP inh	NadD inh	SUMO1 PPI mod	Neddylation inh	LMPTP block	CSN inh	DNMT1 inh	Rin1 Abl inh	Scp-1 inhibitor	Rpn11 inh
COc1ccc(COC(=O)C2=C(C)NC(=O)NC2c2ccc(F)cc2)cc1 (configuration not stated)	-2	-1	2	i	0.3	-2	-2	-3	-10	i
COc1ccc(CCNC(=O)C2CCN(c3nccc(C)n3)CC2)cc1	2	-4	1	i	-0.3	0	-3	1	-1	i
Oc1cccc(C2c3[nH]c4ccccc4c3CCN2Cc2ccoc2)c1 (configuration not stated)	2	6	-2	i	5.6	2	-6	2	5	i
CCCCn1c(CN2CCOCC2)nc2c1c(=O)n(C)c(=O)n2C	1	0	-3	i	-0.6	-1	3	2	-5	i
Clc1ccc(/C=C/c2ncc[nH]2)c(Cl)c1	2	-3	-17	i	2.1	7	-2	-2	-7	i
CCNC(=S)NNC(=O)c1cc(-c2ccccc2C)nc2ccccc12	2	6	-7	i	-0.4	-3	-4	-3	-6	i
Nc1ccc2nc(-c3cc(Cl)c(N)c(Cl)c3)[nH]c2c1	-2	15	8	.	14	6	6	-3	-1	i
Cc1ccc(-c2nnn(CC(=O)N(c3cccc(O)c3)C(C(=O)NC(C)(C)C)c3cccs3)n2)o1 (configuration not stated)	-2	-5	-3	i	3.0	2	-14	2	-11	i
CC(C)(C)S(=O)N1Cc2ccc(CO)cc2[C@H]1CCO (some centres not stated)	-2	-2	7	i	-2.2	2	7	1	-14	i
Cc1csc(Nc2ccc(Cl)cc2)[n+]1-c1ccc(Cl)cc1	2	-3	12	i	4.5	-5	2	1	-3	i
N#CC1=C2SCN(c3ccccc3)CN2C(=O)CC1c1cccs1 (configuration not stated)	-1	44*	-1	i	-0.3	22	-3	3	21	i
COC(=O)c1cn(NC(=O)c2cccc(N(C)C)c2)c(=O)c2ccccc12	-1	6	9	i	-0.4	-1	-1	5	3	i
O=C(NCCCN1CCOCC1)c1cc(-c2ccccc2)on1	-2	-3	0	i	-1.0	7	5	4	-3	i
O=c1cc(-c2ccccc2Cl)oc2ccc([N+](=O)[O-])c(O)c12	2	8	-2	i	13	3	6	1	4	i
Oc1cc(O)cc(/C=C/c2ccc(O)c(O)c2)c1	-2	-1	-17	+	1.6	-3	1	4	-9	i
COc1ccccc1-c1cc(C(=O)N2CCCCC2)no1	-1	-4	1	i	-1.4	3	1	5	-12	i
Cc1[nH]c2ccc(F)cc2c1CCN(Cc1cccnc1)C(=S)Nc1cccc(F)c1	-1	10	-2	i	2.7	-5	-4	0	-1	i
COc1cc(/C=C(\C#N)C(=O)NCC2CCCO2)ccc1OCCC(C)C (configuration not stated)	-2	-2	-10	i	-0.8	-2	-1	2	-13	i
COc1ccccc1NC(=O)CSc1nnc(CNC(=O)c2ccco2)o1	-2	4	0	i	-1.6	3	3	-3	-2	i
Cc1cc(C)c2cc(C#N)c(NCCNC(=O)c3ccccc3)nc2c1	.	.	-36	i	0.5	1	.	.	.	.
CCOC(=O)c1cc(-c2cccnc2)nn1-c1ccccn1	-2	0	3	i	-2.1	-1	-2	2	-2	i
O=C(CCN1CCOCC1)Nc1cccc(Br)c1	-1	-2	2	i	-1.1	1	1	-3	-4	i
Cc1ccc(OCC(=O)NC(=S)Nc2cccc(NC(=O)c3ccccc3Cl)c2)cc1	2	0	-2	i	1.5	-4	-7	-2	-19	i
O=C(COc1ccccc1[N+](=O)[O-])Nc1ccc2c(c1)OCO2	-1	-3	-6	i	2.5	-1	-7	1	-7	i
O=C(COc1ccc(Br)cc1CO)Nc1ccccc1F	4	-8	-1	i	-0.1	2	11	1	2	i
CCN1CCN(S(=O)(=O)c2ccc(Cl)c(C(=O)N(C)C3CCCCC3)c2)CC1	1	-4	-102	i	-6.7	-5	-47	-1	.	i
CC(C)(C)c1ccc(O)c(N=Cc2cc3c(cc2[N+](=O)[O-])OCO3)c1	0	7	-33	i	-0.5	4	-13	-1	-7	i
CCCCNC(=O)c1c(CSc2ccc(Cl)cc2)noc1C(=O)NCc1ccccc1	0	-6	2	i	4.3	0	9	-3	-12	i
CCCC(=NC(C)CC)C1=C(O)CC(c2ccccc2)CC1=O (configuration not stated)	2	3	1	i	-0.8	5	0	-2	-7	i
COc1ccc(C(C)(O)c2nc(-c3cccs3)cs2)cc1 (configuration not stated)	-3	-7	-6	i	-0.3	-4	1	-1	.	i
COc1cccc(-c2nc(CS(=O)(=O)CC(=O)NCCCN3C(C)CCCC3C)c(C)o2)c1 (configuration not stated)	-1	-7	-16	i	-1.1	3	0	-1	-11	i
O=C(Nc1nc2ccc(Cl)cc2s1)c1cccc(N2C(=O)CCC2=O)c1	-3	-9	-38	i	-0.4	1	2	-1	-1	i
S=C(Nc1ccccc1)Nc1ccc2cn[nH]c2c1	0	-1	-2	i	-0.4	5	-9	-3	-3	i
Cc1c(NS(=O)(=O)c2cc(C(=O)N3CCCC(C)C3)ccc2Cl)c(=O)n(-c2ccccc2)n1C (configuration not stated)	-1	-1	1	i	-1.7	-1	-1	0	1	i
CCC(O)CNc1nc(SC)nc2sc3c(c12)CCN(C)C3 (configuration not stated)	-2	-4	-4	.	-0.6	2	-7	-2	0	i
Cc1ccc(C(=O)O)cc1N1CCCC1=O	-2	-2	0	i	0.1	-3	7	-1	4	i
OC(c1ccccc1)(c1ccccc1)C1CCN(CCCOc2ccccc2Cl)CC1	.	-2	-21	i	2.1	4	.	.	.	.
Cc1ccccc1NC(=O)NC(N)=O	0	-2	1	i	-1.1	-13	0	0	-3	i
O=C(Nc1cc(Cl)ccc1Cl)N1CCN(C(=O)Nc2cc(Cl)ccc2Cl)CC1	0	4	0	i	-1.8	1	-3	0	-5	i
O=S(=O)(c1ccc(Br)cc1)c1cnc2ccccc2n1	2	7	-12	i	-0.5	0	6	0	-13	i
Cc1c(C)c2c(OCC(=O)NCc3cccnc3)cc3c(c2oc1=O)CCC(C)(C)O3	-5	1	-2	.	0.6	2	7	-3	1	i
COC(=O)c1cccc(CSC(=S)N2CCCC2)c1	-2	-9	0	i	0.5	3	0	1	-19	i
Cc1ccc(SCC(=O)N/N=C/c2ccco2)cc1	0	-10	-9	i	-1.0	-2	3	-2	-3	i
CN(Cc1ccccc1)C(=O)C1CCN(S(C)(=O)=O)CC1	-4	0	1	i	-1.0	-3	-1	3	-4	i
CN(C(=O)COC(=O)c1cccc(NS(=O)(=O)c2ccc(F)c(F)c2)c1)C1CCS(=O)(=O)C1 (configuration not stated)	-1	2	-2	i	-1.9	-3	0	0	4	i
NC(=O)c1ccccc1NC(=O)N1CCOCC1	-2	-1	-2	i	-1.4	2	4	2	0	i
COc1ccc(Cl)cc1N1C(=O)/C(=C\c2sccc2C)N=C1SCC(=O)NC1CC1	-2	7	-11	i	3.1	1	-9	3	-2	i
Cc1nnc(SCC(=O)N2CC(=O)Nc3ccccc32)n1-c1ccccc1	0	5	-1	i	-0.8	-1	6	3	2	i
COc1ccc(-n2c(-c3ccc(Cl)cc3)n[nH]c2=S)c(OC)c1	4	6	2	i	-0.6	-1	1	0	.	i
CCN1CCN(c2cc(C)c3cc(NC(=O)CCC(=O)Nc4ccc(OC)c(OC)c4)ccc3n2)CC1	-1	-6	2	i	0.1	0	-8	1	-1	i
CC(C)c1ccc(S(=O)(=O)N2CCN(C(=O)CN3C(=O)c4ccccc4C3=O)CC2)cc1	0	1	0	i	0.5	-1	0	4	3	i
Cc1ccc(N/N=C/c2c(C)c(C#N)c(=O)n(C)c2O)cc1C	1	7	-8	i	1.9	3	-12	2	3	i
CCOc1ccccc1N(CC(=O)Nc1ccccc1C(=O)N1CCOCC1)S(C)(=O)=O	-4	-3	6	i	-0.4	-2	2	-1	-4	i
COc1cc(CN2CCC(Oc3cc(C(=O)NC4CC4)ccc3OC)CC2)cc(OC)c1	-2	-10	3	i	1.3	0	3	4	0	i
CC(C)(C)NC(=O)CSc1nc2cc(S(=O)(=O)N3CCCCC3)ccc2o1	-1	-3	0	i	-0.5	-1	2	3	-5	i
COC(=O)[C@@H]1C[C@@]2(O)[C@@H](O)[C@@H](O)[C@@H](O)C[C@H]2N1CC1CCCCC1	1	-5	5	i	-0.2	-1	2	4	-9	i
CO/C=C\C=C/c1nnn(-c2ccc(Cl)cc2)n1	1	15	0	i	0.2	8	11	-4	-15	i
C=CCn1nc2ccccc2c1OCCO	-2	-5	3	i	-1.5	107	4	1	-5	i
CC(=O)c1cc(-c2ccccc2)n(CCC(=O)NC2CCCC2)c1C	-1	3	2	i	-1.1	3	-3	0	-3	i
CCC(C)[C@H](NC(=O)C1(c2ccccc2)CCN(C(=O)OC(C)(C)C)CC1)C(=O)N[C@@H](C(=O)O)c1ccccc1 (some centres not stated)	1	10	2	i	-0.6	-1	0	2	-1	i
COc1ccccc1C(=O)Nc1ccccc1C(=O)N1C(C)CCCC1C (configuration not stated)	-1	-2	11	i	-0.3	-3	0	2	-1	i

Molecules above that contain bromine (3):
SMILES	STEP inh	NadD inh	SUMO1 PPI mod	Neddylation inh	LMPTP block	CSN inh	DNMT1 inh	Rin1 Abl inh	Scp-1 inhibitor	Rpn11 inh
O=C(CCN1CCOCC1)Nc1cccc(Br)c1	-1	-2	2	i	-1.1	1	1	-3	-4	i
O=C(COc1ccc(Br)cc1CO)Nc1ccccc1F	4	-8	-1	i	-0.1	2	11	1	2	i
O=S(=O)(c1ccc(Br)cc1)c1cnc2ccccc2n1	2	7	-12	i	-0.5	0	6	0	-13	i

Screens from PubChem BioAssay.
